IDE exosite inh = exo-site inhibitors of human IDE, primary screen, biochemical, fluorescence anisotropy, probe displacement; AID 1259349, 2017; purified IDE, FL-6b probe fluorescence polarization; hits give low values; 6.3% of 17,000 active; z-score at 20 µM; Insulin-degrading enzyme (Homo sapiens), P14735;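 active means z-score of -3 or lower, meaning strong loss of probe binding signal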;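 further: His-tagged human IDE residues 42-1019 made in E. coli with 30 nM FL-6b probe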
Target sequence (P14735 42-1019 limits assumed): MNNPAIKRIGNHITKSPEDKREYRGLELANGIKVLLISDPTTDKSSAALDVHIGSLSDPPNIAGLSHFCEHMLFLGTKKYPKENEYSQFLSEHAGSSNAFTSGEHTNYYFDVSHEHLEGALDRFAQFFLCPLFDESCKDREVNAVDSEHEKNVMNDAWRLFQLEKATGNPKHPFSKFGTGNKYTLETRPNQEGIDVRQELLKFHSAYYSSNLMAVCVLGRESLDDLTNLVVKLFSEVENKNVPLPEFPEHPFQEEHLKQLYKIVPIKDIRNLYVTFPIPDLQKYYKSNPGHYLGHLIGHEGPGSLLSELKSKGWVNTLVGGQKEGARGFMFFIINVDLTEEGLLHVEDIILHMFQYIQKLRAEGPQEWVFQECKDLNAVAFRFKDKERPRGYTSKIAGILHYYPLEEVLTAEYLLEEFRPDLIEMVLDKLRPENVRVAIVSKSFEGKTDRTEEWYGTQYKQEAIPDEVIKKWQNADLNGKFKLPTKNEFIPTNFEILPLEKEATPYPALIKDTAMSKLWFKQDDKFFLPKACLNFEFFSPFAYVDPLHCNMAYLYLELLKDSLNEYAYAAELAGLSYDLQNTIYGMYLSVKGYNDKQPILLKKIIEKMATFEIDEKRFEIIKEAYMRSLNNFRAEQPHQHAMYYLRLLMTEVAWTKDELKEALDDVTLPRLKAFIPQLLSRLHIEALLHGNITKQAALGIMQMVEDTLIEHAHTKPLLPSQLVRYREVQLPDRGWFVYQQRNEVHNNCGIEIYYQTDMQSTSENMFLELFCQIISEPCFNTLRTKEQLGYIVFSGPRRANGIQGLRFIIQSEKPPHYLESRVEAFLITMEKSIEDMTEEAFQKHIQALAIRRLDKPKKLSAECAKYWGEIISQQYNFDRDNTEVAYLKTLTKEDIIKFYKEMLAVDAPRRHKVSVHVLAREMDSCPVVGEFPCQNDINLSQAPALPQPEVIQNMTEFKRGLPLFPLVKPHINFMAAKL
Active calls of the source: *; & = joins results of further samples. This is a subset; rates above refer to the full screens.

SMILES	IDE exosite inh
O=C(CN1CCOCC1)N1CCCCN2[C@H](CO)[C@@H](c3ccc(/C=C/c4ccccc4)cc3)[C@H]2C1	-9.3*
Cc1ccccc1S(=O)(=O)Nc1ccc2c(c1)C(=O)N(C)[C@@H]1CC[C@@H](CC(=O)O)O[C@@H]1CO2	-1.5
O=C1CNC[C@@H]2[C@H](c3ccc(-c4ccccc4F)cc3)[C@@H](CO)N12	0.6
CO[C@H](CN(C)Cc1cc(F)ccc1F)[C@@H](C)CN(C(=O)Nc1ccc(C(F)(F)F)cc1)[C@H](C)CO	-0.84
OC[C@H]1[C@@H](c2ccc(-c3ccccc3)cc2)[C@H]2CN(Cc3cncnc3)CCCCN21	-1.3
COc1ccccc1NC(=O)N1CCCCN2[C@H](CO)[C@H](c3ccc(-c4cccc(C)c4)cc3)[C@@H]2C1	-0.063
O=C(CC1CC1)N1CC(=O)N2[C@@H](CO)[C@H](c3ccc(-c4cccnc4)cc3)[C@@H]2C1	2.9
CCC(=O)N(C)C[C@H]1[C@@H](c2ccc(-c3ccc(F)cc3)cc2)[C@@H](CO)N1C(C)=O	1.1
C/C=C/c1ccc([C@H]2[C@@H](CO)N3C(=O)CN(Cc4ccc(C)cc4)C[C@@H]23)cc1	0.047
CCS(=O)(=O)N1CC2(CN(Cc3ccccc3F)[C@H](CO)c3[nH]c4cc(OC)ccc4c32)C1	-1.4
C[C@H]1CN([C@@H](C)CO)C(=O)c2ccccc2-c2ccccc2CO[C@@H]1CN(C)C(=O)[C@@H]1CCCN1C	0.93
Cc1cccc(-c2ccc([C@H]3[C@H](CO)N4CCCCN(C(=O)c5ccncc5)C[C@@H]34)cc2)c1	-1.4
COc1ccccc1S(=O)(=O)N(C)C[C@@H]1OCc2ccccc2-c2ccccc2C(=O)N([C@@H](C)CO)C[C@H]1C	-1.3
C[C@@H]1CN([C@@H](C)CO)C(=O)c2cc(NS(=O)(=O)c3cn(C)cn3)ccc2O[C@H]1CN(C)S(=O)(=O)c1ccc(F)cc1	-0.032
C[C@@H]1CN([C@@H](C)CO)C(=O)c2ccccc2-c2ccccc2CO[C@H]1CN(C)C(=O)[C@H]1CCCN1C	0.4
Cc1noc(C)c1NC(=O)N(C)C[C@H]1OCc2cn(nn2)CCCC(=O)N([C@@H](C)CO)C[C@@H]1C	-0.45
Cc1noc(C)c1S(=O)(=O)Nc1ccc2c(c1)CC(=O)N([C@H](C)CO)C[C@@H](C)[C@H](CN(C)Cc1ccc(Oc3ccccc3)cc1)O2	-1.1
CC(C)CC#Cc1ccc([C@H]2[C@H]3CN(C(=O)Nc4ccccc4)CCCCN3[C@H]2CO)cc1	2
COc1ccccc1S(=O)(=O)N(C)C[C@@H]1OCc2cn(nn2)CCCC(=O)N([C@@H](C)CO)C[C@H]1C	0.44
C[C@H](NC(=O)C[C@@H]1C=C[C@@H](NC(=O)c2cccnc2)[C@@H](CO)O1)c1ccccc1	1.8
COCCNC(=O)c1cc2c(c(-c3cccc(C4=CCCCC4)c3)n1)[C@@H](CCO)N([S@](=O)C(C)(C)C)C2	2.6
CC(=O)N1CC(=O)N2[C@H](CO)[C@@H](c3ccc(-c4ccccc4)cc3)[C@@H]2C1	0.11
O=C(c1cc2c(c(-c3cccc(Br)c3)n1)[C@@H](CCO)NC2)N1CCCCC1	1
CN1C(=O)c2cc(NC(=O)Nc3ccccc3F)ccc2OC[C@@H]2O[C@H](CC(=O)NCCc3ccncc3)CC[C@H]21	0.21
O=C(c1cccc(F)c1)N1CC(=O)N2[C@H](CO)[C@H](c3ccc(C#Cc4ccc(F)cc4)cc3)[C@H]2C1	3.9
Continuation:
SMILES	IDE exosite inh
C[C@@H]1CCCCO[C@@H](CN(C)C(=O)Cc2ccccc2)[C@@H](C)CN([C@@H](C)CO)C(=O)c2cc(NS(C)(=O)=O)ccc2O1	1.2
CO[C@H](CN(C)S(=O)(=O)c1ccc(F)cc1)[C@H](C)CN(Cc1ccccc1Cl)[C@H](C)CO	0.37
COc1cccc(S(=O)(=O)N2CCCCN3[C@@H](CO)[C@@H](c4ccc(C#CC(C)C)cc4)[C@@H]3C2)c1	0.38
COc1ccc(C#Cc2ccc([C@@H]3[C@H](CO)N4C(=O)CN(C(=O)Nc5ccccc5F)C[C@@H]34)cc2)cc1	3.5
COc1ccc2c3c([nH]c2c1)[C@@H](CO)N(C(=O)Nc1ccc(F)cc1)CC31CN(Cc2cc(-c3ccccc3)on2)C1	0.38
O=C(C[C@@H]1CC[C@@H](NS(=O)(=O)c2ccc(F)cc2)[C@@H](CO)O1)N1CCN(c2ccccc2)CC1	2.9
O=C1CN(S(=O)(=O)Cc2ccccc2)C[C@H]2[C@@H](c3ccc(C#Cc4cccnc4)cc3)[C@@H](CO)N12	-5.8*
CC(=O)NC[C@@H]1[C@H](c2ccccc2)[C@@H](CO)N1C(=O)Cc1cccnc1	4.9
O=C(NC[C@H]1[C@H](c2ccccc2)[C@@H](CO)N1C(=O)Cc1ccncc1)C1CCC1	-0.093
COc1ccccc1C#Cc1ccc2c(c1)[C@@H]1NCC[C@@H]1[C@H](CO)N2	1.2
CC(C)C#Cc1ccc([C@H]2[C@H]3CN(Cc4ccccn4)CCCCN3[C@H]2CO)cc1	0.76
COc1ccc2c3c([nH]c2c1)[C@@H](CO)N(C(C)=O)CC31CCN(C(C)=O)CC1	1.2
CC(=O)N1[C@H](CO)[C@H](c2ccccc2)[C@H]1CN(C(=O)c1ccccc1F)C(C)C	0.21
COc1ccc(-c2ccc([C@H]3[C@@H](CO)N4C(=O)CN(Cc5ccc(F)cc5)C[C@@H]34)cc2)cc1	2.2
COc1cccc(C(=O)Nc2ccc3c(c2)C(=O)N(C)[C@H]2CC[C@H](CC(=O)NCc4ccc(F)cc4)O[C@@H]2CO3)c1	-1.9
O=C(C1CC1)N1C[C@H]2[C@@H](c3ccccc31)[C@@H](CO)N2C(=O)c1ccccc1	2.7
O=C(Nc1ccccc1Cl)N1[C@@H]2CNC[C@H]1C2c1ccc(-c2ccccc2)cc1 (stereo not given in full)	1.2&-0.81
C[C@H](O)C#Cc1ccc([C@@H]2[C@H](CO)N3CCCCN(C(=O)c4ccc(F)cc4)C[C@@H]23)cc1	2.3
COc1ccc(S(=O)(=O)N(C)C[C@H]2Oc3c(cccc3N(C)C)C(=O)N([C@@H](C)CO)C[C@@H]2C)cc1	0.47
COc1ccc([C@H]2C/C=C\C[C@H](c3cccc(Cl)c3)NC(=O)[C@@H](c3ccccc3)CC(=O)N2)c(OC)c1	0.62
CCC(=O)N1CC(=O)N2[C@H](CO)[C@@H](c3ccc(-c4ccccc4F)cc3)[C@@H]2C1	-5.2*
CCS(=O)(=O)N1CCCCN2[C@H](C1)[C@@H](c1ccc(-c3ccc(C#N)cc3)cc1)[C@@H]2CO	3.3
COc1cc(CN2CC3(CN(C(=O)CN4CCOCC4)C3)c3c(n(C)c4cc(OC)ccc34)[C@H]2CO)cc(OC)c1	-0.49
Cc1noc(C)c1S(=O)(=O)N(C)C[C@@H]1OCCCC[C@@H](C)Oc2ccc(NS(=O)(=O)c3cn(C)cn3)cc2C(=O)N([C@@H](C)CO)C[C@H]1C	0.28
CCC(=O)NC[C@H]1[C@@H](c2ccc(C3=CCCC3)cc2)[C@@H](CO)N1C(C)=O	2.1

Entries listed so far that have a Cl atom, in the order listed:
SMILES	IDE exosite inh
CO[C@H](CN(C)S(=O)(=O)c1ccc(F)cc1)[C@H](C)CN(Cc1ccccc1Cl)[C@H](C)CO	0.37
O=C(Nc1ccccc1Cl)N1[C@@H]2CNC[C@H]1C2c1ccc(-c2ccccc2)cc1 (stereo not given in full)	1.2&-0.81
COc1ccc([C@H]2C/C=C\C[C@H](c3cccc(Cl)c3)NC(=O)[C@@H](c3ccccc3)CC(=O)N2)c(OC)c1	0.62

Going on with the list.
SMILES	IDE exosite inh
O=C(Cc1ccccc1)N1CC(=O)N2[C@H](CO)[C@H](c3ccc(Br)cc3)[C@@H]2C1	-1.5
C[C@@H]1CCCCO[C@H](CN(C)C(=O)CCC(F)(F)F)[C@@H](C)CN([C@H](C)CO)C(=O)c2cc(NC(=O)C3CCCCC3)ccc2O1	0.99
CN(C)C(=O)c1ccc(-c2ccccc2[C@H]2[C@H](C#N)N(C(=O)C3CC3)[C@H]2CO)cc1	-0.68
CC=Cc1ccc2n(c1=O)C[C@@H]1[C@@H](CO)[C@H](C(=O)NCC(F)(F)F)N(C(=O)c3cccnc3)[C@H]21 (mixture of isomers)	-0.33
N#C[C@@H]1[C@@H](c2ccccc2-c2ccccc2F)[C@H](CO)N1C(=O)C1CC1	4
C/C=C/c1ccc([C@H]2[C@@H](CO)N(C(=O)NCCC)[C@H]2CN(C)C(C)=O)cc1	1.9
COCCN(C[C@@H]1[C@@H](c2ccccc2)[C@@H](CO)N1C(C)=O)C(=O)c1cccnc1	-0.06
O=C(NCC1CC1)[C@H]1[C@H](CO)[C@H]2Cn3c(ccc(C4=CCCC4)c3=O)[C@H]2N1C(=O)C1CC1	0.25
N#C[C@@H]1[C@@H](c2ccc(C3=CCCCC3)cc2)[C@@H](CO)N1C(=O)Cc1ccncc1	3.5
Cc1ccc(S(=O)(=O)NCC[C@H]2CC[C@H](NC(=O)c3cccnc3)[C@@H](CO)O2)cc1	-1.7
O=C(c1ccccn1)N1CC(=O)N2[C@H](C1)[C@@H](c1ccc(C#CC3CCCC3)cc1)[C@@H]2CO	4.2
O=C(C1CCCC1)N1CCCCN2[C@H](CO)[C@H](c3ccc(C4=CCCC4)cc3)[C@@H]2C1	3.4
N#C[C@H]1[C@H](c2ccccc2-c2ccccc2)[C@H](CO)N1C(=O)NC1CCCC1	2.9
O=C(CN1CCOCC1)N1CCCCN2[C@H](CO)[C@H](c3ccc(-c4ccccc4)cc3)[C@H]2C1	-2.1
CNC[C@H]1OCCCC[C@H](C)Oc2ccc(NC(=O)Nc3ccc(OC)cc3)cc2C(=O)N([C@@H](C)CO)C[C@@H]1C	1.5
C/C=C/c1ccc([C@H]2[C@@H](CO)N(C(=O)C3CCC3)[C@@H]2CNC(=O)CN(C)C)cc1	2.6
CCCNC(=O)C[C@@H]1CC[C@H]2[C@@H](COC[C@@H](O)CN2Cc2ccncc2)O1	-0.62
Cc1ccccc1-c1ccc([C@H]2[C@@H](CO)N3C(=O)CN(C(=O)c4ccncc4)C[C@@H]23)cc1	-3.5*
CO[C@H]1CN(C)C(=O)c2cc(NS(=O)(=O)c3cccc(Cl)c3)ccc2OC[C@H](C)NC[C@@H]1C	-0.012
COc1ccc(C#Cc2ccc([C@H]3[C@H](CO)N4CCCCN(Cc5ccncc5)C[C@@H]34)cc2)cc1	1.8
C/C=C/c1ccc([C@@H]2[C@@H](C#N)N(c3nc(CC)cs3)[C@H]2CO)cc1	1.5
CN1C(=O)c2cc(NC(=O)c3cnccn3)ccc2OC[C@H]2O[C@@H](CC(=O)N[C@H]3CCN(Cc4ccccc4)C3)CC[C@@H]21	0.18
CCC(=O)N1CC2(C1)[C@@H](c1ccc(-c3cccc(C)c3)cc1)[C@H](CO)N2S(C)(=O)=O	-0.92
CC(=O)N1[C@H](CO)[C@@H](c2ccccc2)C12CN(S(=O)(=O)c1ccccc1)C2	1.5
CN(C)C(=O)c1cccc(-c2ccc([C@H]3[C@H](CO)N4C(=O)CN(C(=O)C5CCCCC5)C[C@@H]34)cc2)c1	1.5

Quoted from the listing:
In IDE exosite inh, O=C(CC1CC1)N1CC(=O)N2[C@@H](CO)[C@H](c3ccc(-c4cccnc4)cc3)[C@@H]2C1 has 2.9
In IDE exosite inh, Cc1ccccc1S(=O)(=O)Nc1ccc2c(c1)C(=O)N(C)[C@@H]1CC[C@@H](CC(=O)O)O[C@@H]1CO2 has -1.5
In IDE exosite inh, CC(=O)N1[C@H](CO)[C@H](c2ccccc2)[C@H]1CN(C(=O)c1ccccc1F)C(C)C has 0.21
In IDE exosite inh, CC=Cc1ccc2n(c1=O)C[C@@H]1[C@@H](CO)[C@H](C(=O)NCC(F)(F)F)N(C(=O)c3cccnc3)[C@H]21 (mixture of isomers) has -0.33
In IDE exosite inh, CCCNC(=O)C[C@@H]1CC[C@H]2[C@@H](COC[C@@H](O)CN2Cc2ccncc2)O1 has -0.62

The main list resumes, repeating the 3 entries before the break.
SMILES	IDE exosite inh
CCC(=O)N1CC2(C1)[C@@H](c1ccc(-c3cccc(C)c3)cc1)[C@H](CO)N2S(C)(=O)=O	-0.92
CC(=O)N1[C@H](CO)[C@@H](c2ccccc2)C12CN(S(=O)(=O)c1ccccc1)C2	1.5
CN(C)C(=O)c1cccc(-c2ccc([C@H]3[C@H](CO)N4C(=O)CN(C(=O)C5CCCCC5)C[C@@H]34)cc2)c1	1.5
CO[C@@H]1CN(C)C(=O)c2cc(NC(C)=O)ccc2OC[C@@H](C)N(C(=O)Cc2ccccn2)C[C@@H]1C	-0.014
Cc1ccc(-c2ccc([C@H]3[C@H]4CN(C(=O)c5ccc(F)cc5)CCCCN4[C@H]3CO)cc2)cc1	3
CCN(C[C@H]1N[C@@H](CO)[C@H]1c1ccc(C2=CCCC2)cc1)C(=O)c1ccccc1	2.7
CCCC#Cc1ccc([C@@H]2[C@H]3CN(Cc4cccnc4)CCCCN3[C@H]2CO)cc1	3.3
COc1ccc(-c2ccc([C@H]3[C@@H](CO)N4CCCCN(C(=O)c5ccc(F)cc5)C[C@@H]34)cc2)cc1	2.7
Cc1ccccc1-c1ccccc1[C@@H]1[C@H](C#N)N(C(=O)c2cccc(F)c2)[C@H]1CO	4
C[C@@H]1CN([C@H](C)CO)C(=O)CCCn2nncc2CO[C@H]1CN(C)Cc1cccc2c1OCCCO2	-0.0061
CC(=O)N1[C@H](CO)[C@H](c2ccccc2)[C@H]1CN(CC1CCC1)C(=O)CN(C)C	0.75
N#C[C@H]1[C@H](c2ccccc2C2=CCCCC2)[C@@H](CO)N1S(=O)(=O)c1ccccc1	1
O=C(c1cccnc1)N1CC(=O)N2[C@H](CO)[C@@H](c3ccc(-c4cccnc4)cc3)[C@@H]2C1	-1.9
C[C@H](CO)N1C[C@H](C)[C@@H](CN(C)S(=O)(=O)c2cn(C)cn2)OCc2ccccc2-c2ccccc2C1=O	0.14
N#C[C@H]1[C@@H](c2ccccc2C2=CCCC2)[C@@H](CO)N1C(=O)c1cccc(F)c1	0.12
CO[C@H]1CN(C)C(=O)c2ccc(NC(=O)c3cc(C)on3)cc2OC[C@H](C)NC[C@H]1C	1.1
N#C[C@@H]1[C@@H](c2ccc(C#Cc3ccccc3F)cc2)[C@H](CO)N1C(=O)C1CC1	3.9

Assay outcomes: PubChem BioAssay, Broad Institute
